# Compound activity from PubChem BioAssay.
# aDG glyco up – alpha-DG glycosylation activation; Pro5-aDG cells, alpha-DG glycosylation AlphaScreen (IIH6); 0% Pro5, 100% B10-LARGE cell signal; activation, % at 10 µM; actives 0.22% (n = 360,000); AID 624168;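 active = activation of at least 8% versus controls, or a plate z-score of at least 8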;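 also: Pro5 are CHO cells carrying HIG-tagged alpha-DG that lacks glycosylation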
# Vif imaging – HIV Vif inhibition; HEK293T cells, Vif self-association by quenched fluorescence, imaging, 24 h; inhibition, % at 7.49 µM; actives 0.35% (n = 340,000); AID 602346; in the data active = inhibition above about 50%, passing the limit was not always enough; also: some results filed as inactive read as strong as hits
# NOD2 RIPK2 PPI – blocks binding of human NOD2 to RIPK2 | inhibition, % at 4.98 µM | AID 624267 | CHO BLA complementation NOD2-RIPK2, CCF4 ratio | O43353 | actives 0.38% (n = 360,000); in the data active = inhibition above about 21%;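 also: 0% = vehicle only and 100% = reference blocker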
# Target sequence (O43353 whole entry, looked up): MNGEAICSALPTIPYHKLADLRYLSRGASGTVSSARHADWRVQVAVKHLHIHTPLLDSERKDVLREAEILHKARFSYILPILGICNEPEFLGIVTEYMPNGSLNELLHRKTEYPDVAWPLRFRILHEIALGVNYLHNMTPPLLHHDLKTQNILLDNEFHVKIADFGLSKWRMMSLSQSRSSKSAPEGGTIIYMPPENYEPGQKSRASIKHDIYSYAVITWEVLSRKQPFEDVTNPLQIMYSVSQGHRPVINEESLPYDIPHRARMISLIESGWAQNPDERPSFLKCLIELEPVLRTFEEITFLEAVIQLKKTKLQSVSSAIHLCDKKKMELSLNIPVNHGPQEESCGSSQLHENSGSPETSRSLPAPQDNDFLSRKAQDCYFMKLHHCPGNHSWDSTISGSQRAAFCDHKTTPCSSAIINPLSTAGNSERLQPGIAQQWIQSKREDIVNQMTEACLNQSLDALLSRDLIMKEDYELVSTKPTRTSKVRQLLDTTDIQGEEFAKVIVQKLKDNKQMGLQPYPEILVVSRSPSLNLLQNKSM
# Granule exo inh – lytic granule exocytosis inhibition | AID 651702 | TALL-104 LAMP-1 surface exposure, flow cytometry; cells stimulated with thapsigargin and PMA | actives 0.66% (n = 360,000) | inhibition, % at 10 µM;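 active = inhibition above about 55%, limit read from the data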
# MC4R antag cAMP – antagonists of human melanocortin 4 receptor (MC4R) | P32245 | MC4R-expressing cells, MTII-stimulated cAMP, LANCE TR-FRET | inhibition, % at 6.5 µM | actives 0.48% (n = 360,000) | AID 540295;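 active = inhibition above its plate's cutoff, the mean of tested wells on that plate plus 3 SD, cut at about 29% in these data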;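 also: 0% = Melanotan II alone and 100% = Melanotan II plus saturating MCL0020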
# Target sequence (P32245 whole entry, looked up): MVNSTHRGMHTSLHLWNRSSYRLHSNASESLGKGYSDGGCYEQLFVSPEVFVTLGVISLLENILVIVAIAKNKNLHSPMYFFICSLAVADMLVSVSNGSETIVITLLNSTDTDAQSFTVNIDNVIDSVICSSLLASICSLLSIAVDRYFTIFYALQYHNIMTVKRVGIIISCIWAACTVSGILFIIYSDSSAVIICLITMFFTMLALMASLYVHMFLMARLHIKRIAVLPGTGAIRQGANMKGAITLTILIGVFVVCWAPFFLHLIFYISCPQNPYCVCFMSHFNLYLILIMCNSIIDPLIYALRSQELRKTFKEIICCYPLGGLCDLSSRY
#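 material = U2OS cells stably expressing human melanocortin 4 receptor (MC4R) | also added = Melanotan II challenge | dosing = single nominal compound dose of 6.5 µM | detection = TR-FRET with Eu-cAMP and labeled anti-cAMP, 671 nm | replication = singlicate | timing = compound 30 min, challenge 1 h, detection 1 h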
# ABHD5 PLIN5 PPI – blocks binding of human ABHD5 to perilipin-5; AID 602281; Split G. princeps luciferase complementation, luminescence, 4 h; inhibition, % at 4 µM; actives 0.78% (n = 360,000); Q00G26+Q8WTS1;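 active = inhibition above the mean inhibition across every tested compound plus 3 SD, cut at about 22% in these data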;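 also: 0% = DMSO only wells and the 100% control is not disclosed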
# MC4R barr agon – agonists of human melanocortin 4 receptor (MC4R) beta-arrestin; AID 540308; U2OS MC4R beta-arrestin complementation, luminescence; percent of melanotan II response, DMSO zero; P32245; activation, % at 8.9 µM; actives 0.98% (n = 360,000);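 active = activation above a per-plate cutoff, the mean activation of sample wells on that plate plus 3 SD, cut at about 8% in these data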
# TLR9-MyD88 inh – TLR9-MyD88 interaction inhibition; Q9NR96+Q99836; CHO BLA complementation TLR9-MyD88, CCF4 FRET ratio; inhibition, % at 4.98 µM; actives 0.21% (n = 340,000); AID 504734;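 active = inhibition above the mean over all tested compounds plus 3 SD, cut at about 21% in these data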;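 also: 0% = DMSO only wells and 100% = clavulanate BLA inhibitor control wells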
# N-glyco inh – blocks N-linked glycosylation in D54 reporter cells; D54 ERlucT glycosylation luciferase reporter, 24 h; percent of 100 nM tunicamycin response; reporter increase, % at 12.5 µM; actives 0.23% (n = 360,000);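 active = mean luciferase reporter signal, scaled so untreated is 0 and the glycosylation-blocking control 100, at or above a set limit in every replicate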;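 also: luciferase carries N-glycosylation sites so blocking glycosylation raises the light; 0% = median of neutral control wells and 100% = median of 100 nM tunicamycin wells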
# ABCB6 inh 2 – blocks the human ABCB6 transporter. actives 0.19% (n = 360,000). AID 602162. Q9NP58. fluorescence ratio to DMSO, % at 10 µM. K562-ABCB6 porphyrin accumulation, flow cytometry, 1 h; hits give low values;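 active = fluorescence ratio to DMSO below 75%, the collection mean minus 3 SD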;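 also: signal is porphyrin accumulated inside mitochondria; 100% equals median channel fluorescence of DMSO control wells; lower ratio means ABCB6 inhibition with less porphyrin fluorescence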
# Starred values were filed as active, the others as inactive; · = no result given. This is a subset, so the mix of outcomes need not match the whole.
cpd	SMILES	aDG glyco up	Vif imaging	NOD2 RIPK2 PPI	Granule exo inh	MC4R antag cAMP	ABHD5 PLIN5 PPI	MC4R barr agon	TLR9-MyD88 inh	N-glyco inh	ABCB6 inh 2
1	COc1ccc(CCNC(=O)C2CCCN(C(=O)N(C)C)C2)c(OC)c1 (configuration not stated)	0.0	14	-3	-2	6	3	-0.7	9	1	96
2	NNc1nc(C(F)(F)F)nc2ccccc12	-0.2	4	-3	7	8	-2	-0.9	-12	1	101
3	COc1ccc(C2SCC(=O)N2CC23CC4CC(CC(C4)C2)C3)cc1 (configuration not stated)	0.0	-8	5	6	10	-9	5.9	4	-7	105
4	COc1ccc(S(=O)(=O)N2CCN(Cc3cc(OC)c(O)c(OC)c3)CC2)cc1	-0.3	-2	11	-1	8	-2	-2.0	-2	-2	91
5	CC(C)C(=O)N(Cc1cc(=O)[nH]c2ccccc12)c1ccccc1	0.7	0	-7	-1	3	10	-0.2	2	4	120
6	O=C1CCCC(O)=C1C1NCCc2ccccc21 (configuration not stated)	0.3	-1	8	4	10	11	-2.2	0	-2	95
7	Cc1nn(CCC(=O)Nc2cccc(C#N)c2)c(C)c1S(=O)(=O)N1CCCCC1	-0.1	-4	-9	0	-2	-2	0.3	-5	-1	96
8	CC(C)n1nnc2c(=O)oc3ccccc3c21	0.2	8	3	-1	13	0	-2.7	-3	3	99
9	Cc1cc(C)cc(NC(=O)CSCc2cnn(-c3ccccc3)c2-n2cccc2)c1	0.1	-18	7	9	4	1	-1.9	0	-1	92
10	N#Cc1ccc(CSc2nnc(-c3ccccn3)n2-c2ccccc2)cc1	0.1	4	-1	0	-2	3	-1.7	-4	-2	98
11	O=C(Nc1ccc(NC(=O)C2CC2)nc1)c1ccco1	-0.2	0	-15	-2	-4	-1	-2.0	1	0	91
12	O=C(COC(=O)c1ccc(Cl)nc1)Nc1cccnc1Cl	0.3	3	0	1	-2	12	-1.5	-2	0	100
13	O=C(CSc1ncnc2sccc12)NCc1ccc2c(c1)OCO2	0.0	-3	5	-11	6	12	1.0	-2	-1	97
14	O=C(NC1CC1)C1=C[C@@H](c2ccc(Br)cc2)C[C@@H](OCCCCO)O1	0.2	0	8	5	6	-7	-1.2	-1	1	97
15	CCOC(=O)Cc1c(Sc2ccccc2)c2ccccc2n1C	0.1	0	-5	0	9	1	-0.3	-5	-3	94

cpd	SMILES	aDG glyco up	Vif imaging	NOD2 RIPK2 PPI	Granule exo inh	MC4R antag cAMP	ABHD5 PLIN5 PPI	MC4R barr agon	TLR9-MyD88 inh	N-glyco inh	ABCB6 inh 2
16	CC(C)c1cc(Cn2c3ccccc3c(=O)n2C(C)CBr)on1 (configuration not stated)	-0.2	-3	1	0	·	-8	·	·	1	103
17	O=C(Nc1ccc(Cl)c(S(=O)(=O)N2CCOCC2)c1)c1ccc2c(c1)OCCO2	0.1	-21	-5	6	11	2	-0.9	5	-1	94
18	COc1ccc(C(=O)NNC(=O)C(=O)Nc2cccc3ccccc23)cc1	-0.1	4	-5	-7	0	-1	-1.9	2	-1	89
19	NC(=O)c1cnccn1	-0.1	-8	-9	-2	13	-2	0.6	-1	1	100
20	Cc1cc(NC(=O)c2ccccc2)n(-c2nc3ccccc3[nH]2)n1	0.0	16	-2	-2	-18	-1	-0.1	-7	4	97
21	CCC(=O)N[C@@H]1CC[C@@H](CCNC(=O)Nc2ccc(F)cc2)O[C@@H]1CO	-0.2	·	0	-6	·	-1	·	·	·	·
22	O=C(CSc1nnnn1-c1ccccc1)c1cc2ccccc2oc1=O	0.0	1	-10	-2	11	-4	3.9	-1	2	97
23	CC[C@]12c3[nH]c4ccccc4c3CCN1C(=O)C(CC(=O)NCCC1=CCCCC1)C[C@@H]2C(=O)N1CCN(C(=O)c2ccco2)CC1 (some centres not stated)	0.1	·	-1	1	5	-6	-1.0	-17	1	98
24	CCN1C(=O)CC(N2CCC(Cc3ccccc3)CC2)C1=O (configuration not stated)	-0.1	-9	1	-1	1	2	-1.9	-5	0	97
25	O=C(CCN1C(=O)c2ccccc2C1=O)NC(=S)Nc1ccccc1	0.1	0	2	2	11	1	-2.0	-10	2	99
26	CCc1nccn1CCC(=O)NC1CC(C)(C)Cc2c1cnn2-c1ccc(C)cc1 (configuration not stated)	0.2	0	-16	-4	2	4	0.7	-4	-2	92
27	Cc1[nH]c2ccccc2c1C(c1ccncc1)N1CCN(c2ccccc2F)CC1 (configuration not stated)	0.8	5	-7	-1	3	5	-2.8	0	-5	95
28	COCCCNC(=O)C[C@H]1C[C@H](C(=O)N2CCCCC2)[C@@]2(CCc3ccccc3)c3[nH]c4cc(-c5ccco5)ccc4c3CCN2C1=O	0.6	-8	-2	4	1	28*	-0.5	-1	-1	94
29	COc1ccc(-c2csc3nc(C)nc(N4CCN(C(C)=O)CC4)c23)cc1OC	-0.2	1	-3	0	20	6	-0.2	-5	0	95
30	CCc1noc(C)c1C(=O)Nc1ccc(C)c(S(=O)(=O)N2CCCCCC2)c1	0.4	-11	3	7	8	-8	-4.8	-6	-1	94

# 2 entries picked at random from the list so far:
cpd	SMILES	aDG glyco up	Vif imaging	NOD2 RIPK2 PPI	Granule exo inh	MC4R antag cAMP	ABHD5 PLIN5 PPI	MC4R barr agon	TLR9-MyD88 inh	N-glyco inh	ABCB6 inh 2
18	COc1ccc(C(=O)NNC(=O)C(=O)Nc2cccc3ccccc23)cc1	-0.1	4	-5	-7	0	-1	-1.9	2	-1	89
19	NC(=O)c1cnccn1	-0.1	-8	-9	-2	13	-2	0.6	-1	1	100

# Later entries:
cpd	SMILES	aDG glyco up	Vif imaging	NOD2 RIPK2 PPI	Granule exo inh	MC4R antag cAMP	ABHD5 PLIN5 PPI	MC4R barr agon	TLR9-MyD88 inh	N-glyco inh	ABCB6 inh 2
31	OCCN(CC(O)COc1ccccc1)CC(O)Cn1ccc2ccccc21 (configuration not stated)	0.2	-4	-10	9	3	5	-0.1	-10	0	99
32	CCOc1ccccc1OCC(=O)Nc1ccccc1C(=O)NC1CC1	-0.2	1	-7	4	-7	5	-3.1	3	-1	92
33	CCC(C)NS(=O)(=O)c1cc2c3c(c1)CCC(=O)N3CCC2 (configuration not stated)	0.0	17	-5	-6	0	4	0.0	11	-1	95
34	O=C(Nc1cccc(F)c1)c1ccc2ncsc2c1	0.1	3	5	-6	12	-6	0.1	-7	-1	98
35	Cc1ccc(-c2noc(CCC(=O)N3CCCc4ccccc43)n2)cc1	-0.1	-2	0	-4	2	0	0.3	4	-2	102
36	O=C(NC(=S)Nc1ccc(Br)cn1)c1cccs1	-0.1	-30	-2	-1	23	0	1.1	-9	-8	99
37	c1ccc(SCCOCCN2CCOCC2)cc1	0.0	-1	5	1	0	-1	-1.1	-6	1	96
38	COc1cccc(NC(=O)COC(=O)c2cc(=O)c3ccccc3o2)c1	-0.2	-1	-10	-1	5	4	-0.6	-16	2	96
39	CCOC(=O)C1(C)CCCN(C(=O)c2ccc(OC)cc2OC)C1 (configuration not stated)	-0.1	6	-1	-1	6	-3	0.6	·	1	109
40	O=C(CSc1ccc2nnc(-c3cccnc3)n2n1)Nc1ccccc1	0.2	-16	-5	-2	-3	3	-0.9	-2	5	102
41	Cc1ccc(N(CC(=O)NCCSCc2ccco2)S(=O)(=O)c2ccc(C)cc2)cc1	0.1	·	3	15	5	-8	0.0	-6	-3	109
42	CCOC(=O)C(O)C1CCc2c([nH]c3ccc(C)cc23)C1=O (configuration not stated)	-0.1	-13	-5	0	-2	2	-0.7	-6	1	98
43	COc1ccccc1CN(C(=O)CNC(=O)c1ccco1)C(C(=O)NCC1CCCO1)c1ccccc1 (configuration not stated)	-0.1	15	-2	8	10	8	0.9	-6	-3	93
44	CC(NC(=O)C1CCC(CNS(=O)(=O)c2ccc3c(c2)C(C)(C)C(=O)N3C)CC1)c1ccccc1 (configuration not stated)	0.2	2	-10	-2	10	3	-1.1	-7	-1	97
45	CN(c1ccccc1)S(=O)(=O)c1cccc(C(=O)Nc2ccc(N3CCOCC3)cc2)c1	0.2	-20	-9	-4	5	-4	2.5	-5	-1	98

cpd	SMILES	aDG glyco up	Vif imaging	NOD2 RIPK2 PPI	Granule exo inh	MC4R antag cAMP	ABHD5 PLIN5 PPI	MC4R barr agon	TLR9-MyD88 inh	N-glyco inh	ABCB6 inh 2
46	CCOC(=O)CC1(C)OCC(C[N+]2(C)CCCCC2)O1 (configuration not stated)	0.3	-10	-8	-4	12	5	-1.0	-3	0	95
47	COC(=O)CC1(c2ccc(OC)cc2)C(=O)c2ccccc2C1=O	-0.1	12	-1	-4	4	-4	-3.9	-3	1	104
48	CCOC(=O)Cc1csc(NC(=O)CC(C)(C)C)n1	0.1	3	-13	4	3	-5	-2.0	3	-1	95
49	CN(Cc1cccnc1)Cc1c(C(=O)N2CCc3ccccc3C2)nc2ccc(Cl)cn12	0.2	1	-4	1	11	-4	2.8	1	-1	93
50	O=C(CN1CCN(S(=O)(=O)c2cccs2)CC1)N1CCCCC1	0.1	-10	-5	1	5	-1	-0.1	0	1	100
51	O=c1c(-c2ccccc2)c(O)c2c(n1-c1ccccc1)CCCC2	0.1	-6	6	1	3	-4	-1.4	10	0	97
52	COc1ccccc1/C=N/NC(=O)c1nnn(-c2nonc2N)c1CSC1=NCCS1	-0.5	4	-8	-4	-1	4	4.6	-7	0	98
53	COC(=O)c1ccc(NC(CC(C)C)C(=O)OC)c([N+](=O)[O-])c1 (configuration not stated)	-0.3	-4	0	-2	16	-3	-0.5	-7	0	100
54	O=C(O)c1cccc(NS(=O)(=O)c2ccc(-c3ccc(S(=O)(=O)Nc4cccc(C(=O)O)c4)cc3)cc2)c1	0.0	2	14	0	-1	-2	0.6	-7	2	93
55	COc1ccc(NC(=O)c2cc(-c3sc(NC(=O)c4ccccc4)nc3C)n(Cc3ccccc3)n2)cc1	-0.2	·	-5	-8	·	7	·	·	·	·

# Profiles from above. Values in the order: aDG glyco up, Vif imaging, NOD2 RIPK2 PPI, Granule exo inh, MC4R antag cAMP, ABHD5 PLIN5 PPI, MC4R barr agon, TLR9-MyD88 inh, N-glyco inh, ABCB6 inh 2
# Listed for O=C(O)c1cccc(NS(=O)(=O)c2ccc(-c3ccc(S(=O)(=O)Nc4cccc(C(=O)O)c4)cc3)cc2)c1 = 0.0, 2, 14, 0, -1, -2, 0.6, -7, 2, 93
# Listed for CC[C@]12c3[nH]c4ccccc4c3CCN1C(=O)C(CC(=O)NCCC1=CCCCC1)C[C@@H]2C(=O)N1CCN(C(=O)c2ccco2)CC1 (some centres not stated) = 0.1, ·, -1, 1, 5, -6, -1.0, -17, 1, 98
# Listed for O=C(Nc1ccc(NC(=O)C2CC2)nc1)c1ccco1 = -0.2, 0, -15, -2, -4, -1, -2.0, 1, 0, 91
# Listed for O=C(CSc1ccc2nnc(-c3cccnc3)n2n1)Nc1ccccc1 = 0.2, -16, -5, -2, -3, 3, -0.9, -2, 5, 102
# Listed for N#Cc1ccc(CSc2nnc(-c3ccccn3)n2-c2ccccc2)cc1 = 0.1, 4, -1, 0, -2, 3, -1.7, -4, -2, 98
